KB-3-1 tox = KB-3-1 parental cell cytotoxicity; KB-3-1 viability, CellTiter-Glo ATP luminescence, 72 h; Potency, µM (doses to about 46.1 µM), for the others: top-dose activity change, negative = cytotoxic, usual class: cytotoxic; actives 1.4% (n = 400,000); AID 1347075; further: potency means the concentration at half of the fitted maximal effect; on the % scale 0 is the no-effect control and ±100 the full control effect; nearly all actives have a fitted effect of over 60% in size
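Parental KB-3-1 viability, qHTS format: 72 h compound exposure, 37 °C; CellTiter-Glo; media-only wells and DMSO plates as controls; concentration-effect fits on corrected data.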
DRD3 agonist = D3 dopamine receptor (human) agonism | actives 0.58% (n = 410,000) | max activation, % | P35462 | D3R DiscoveRx beta-arrestin cells, luminescence, 90 min; in the data active means max activation above about 30%; further: 0% is about no effect; mostly tested at two doses, the higher about 12 µM
Target sequence (P35462 whole entry, looked up): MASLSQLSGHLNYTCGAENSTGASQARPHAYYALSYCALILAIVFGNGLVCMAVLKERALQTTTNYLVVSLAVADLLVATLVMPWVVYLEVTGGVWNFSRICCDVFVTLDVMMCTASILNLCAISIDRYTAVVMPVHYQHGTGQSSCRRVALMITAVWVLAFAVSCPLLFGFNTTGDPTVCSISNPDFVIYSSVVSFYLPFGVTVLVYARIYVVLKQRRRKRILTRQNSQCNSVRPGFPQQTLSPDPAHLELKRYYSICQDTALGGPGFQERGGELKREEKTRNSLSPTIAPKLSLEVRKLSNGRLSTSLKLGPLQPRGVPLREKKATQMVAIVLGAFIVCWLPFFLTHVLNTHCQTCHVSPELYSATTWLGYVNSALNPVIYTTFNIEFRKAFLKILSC
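Agonist-mode cell screen: cells plated at 1500/well and incubated overnight at 37 °C, then exposed to library compounds for 90 min at 37 °C. Detection reagent was added for 30–60 min at room temperature, and luminescence was read.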
D3 antag = antagonists of human D3 dopamine receptor | P35462 | D3R cells, DiscoveRx beta-arrestin luminescence, antagonist mode; active compounds read low | max response, negative = inhibition, % | actives 2.5% (n = 360,000) | AID 652054; in the data active means max response below about -50%; inconclusive means no clear call, values can overlap the other calls; further: on the % scale 0 is the no-effect control and ±100 the full control effect; mostly tested at two doses, the higher about 12 µM
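Cells expressing the human receptor were seeded at 1500 cells/well, incubated overnight at 37 degrees C in 5% CO2, then exposed to library compounds with dopamine controls for 90 minutes at 37 degrees C before luminescent detection.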
GLP-1R agonist = GLP-1 receptor (human) agonism. P43220. HEK293 GLP-1R CRE-luciferase, luminescence, 4-6 h; cells express a hypersensitive GLP-1R form. Potency, µM (highest dose often 45.6 µM), for the others: top-dose activation, actives largely listed as activators. actives 0.007% (n = 380,000). AID 624172; further: potency means the concentration at half of the fitted maximal effect; % of control where 0% means no effect
Target sequence (P43220 whole entry, looked up): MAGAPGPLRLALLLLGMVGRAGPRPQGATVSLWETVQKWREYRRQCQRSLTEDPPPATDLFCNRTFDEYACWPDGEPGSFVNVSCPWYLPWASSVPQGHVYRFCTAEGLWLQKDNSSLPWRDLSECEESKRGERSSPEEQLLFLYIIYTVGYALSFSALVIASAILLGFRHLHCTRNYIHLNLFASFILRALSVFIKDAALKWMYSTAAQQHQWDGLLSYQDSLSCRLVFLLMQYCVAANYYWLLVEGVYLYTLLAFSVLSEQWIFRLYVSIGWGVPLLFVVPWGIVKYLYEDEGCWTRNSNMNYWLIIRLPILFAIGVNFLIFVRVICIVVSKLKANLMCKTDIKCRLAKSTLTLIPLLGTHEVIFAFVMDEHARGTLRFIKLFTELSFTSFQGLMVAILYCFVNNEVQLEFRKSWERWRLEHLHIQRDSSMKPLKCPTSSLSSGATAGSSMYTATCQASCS
HT1080 IDH1KD tx = HT-1080 IDH1 knockdown cell toxicity (counter line). Potency, µM (highest dose often 46.1 µM), for inactives: top-dose activity, negative = toxicity, actives largely listed as cytotoxic. AID 686971. actives 2% (n = 360,000). HT-1080 IDH1 knockdown viability, ATP luminescence, 48 h;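 further: potency means the concentration at half of the fitted maximal effect; 0% = DMSO wells and -100% = cell-free medium wells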
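Viability of IDH1-knockdown HT-1080 fibrosarcoma cells was assessed by CellTiter-Glo after 48 h at 37 °C with titrated compound; concentration-effect curves were classified by fit quality and response size.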
KB-V1 MDR tox = KB-V1 MDR subline cytotoxicity; KB-V1 MDR cells viability, CellTiter-Glo, 72 h; Potency, µM (series often up to 46.1 µM), inactives show at the highest dose activity change, negative = cytotoxicity, actives largely listed as cytotoxic; actives 3.4% (n = 400,000); AID 1347076; further: potency means the concentration at half of the fitted maximal effect; on the % scale 0 is the no-effect control and ±100 the full control effect; nearly all actives have a fitted effect of over 60% in size
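Cytotoxicity via CellTiter-Glo luminescence after 72 h compound exposure at 37 degrees C. Cells: drug-selected KB-V1 line, DMEM phenol-red free plus 10% FBS. Compounds tested at multiple concentrations; normalized data fitted to concentration-effect curves.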
SW480 rereplic = inducers of DNA re-replication in SW480 colon cancer cells | AID 624297 | SW480 DNA re-replication, Hoechst DNA content imaging, 48 h | Potency, µM (highest dose often 46.1 µM), inactives show top-dose re-replication activation, hits mostly activators | actives 1.8% (n = 340,000); further: potency means the concentration at half of the fitted maximal effect; % of control where 0% means no effect; nearly all actives have a fitted effect of over 55% in size
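Compounds, transferred as 23 nL by pin tool, were incubated with cells for 48 hr; DNA content per nucleus was then quantified by Hoechst staining and fluorescence plate imaging.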
IL-1B inflam inh = inflammasome signaling inhibition, IL-1 beta readout. THP-1 LPS/ATP IL-1B secretion, AlphaLISA, 16 h; active compounds read low. activity change, % at 57.5 µM. actives 4.7% (n = 360,000); in the data active means activity change below about -50%; inconclusive means mostly about -30% to -49%; further: on the % scale 0 is the no-effect control and ±100 the full control effect
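THP-1 cells pretreated 1 hr with compounds (up to 57.5 uM final), then stimulated with LPS (250 ng/mL final) plus ATP (1.25 mM final); secreted IL-1B measured by AlphaLISA after 16 hr, decreased signal indicating inhibition.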
HT1080-NT tox = kills 2HG-producing HT-1080-NT fibrosarcoma cells; HT-1080-NT fibrosarcoma viability, CellTiter-Glo ATP luminescence, 48 h; Potency, µM (series often up to 46.1 µM), without a hit: top-dose activity, negative = less viability, most hits filed as cytotoxic; actives 1.6% (n = 360,000); AID 686970;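 further: NT is the 2HG producing partner of a matched IDH1 knockdown line; potency means the concentration at half of the fitted maximal effect; 0% = DMSO-treated cells and -100% = media-only wells without cells; nearly all actives have a fitted effect of over 55% in size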
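750 cells/well, RPMI + 5% FBS; 2 h settle, compound pin-transfer, 48 h at 37 degrees C. CellTiter-Glo 10 min RT, luminescence. Normalized to DMSO and media-only wells.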
An asterisk follows results filed as active; ? = inconclusive; nt = not tested or not shown; & = joins results of further samples; [ ] = another dose, or the depositor's remark. Unless noted, the call rests on the fitted dose curve; in most records, active means well fitted curve in the direction sought with a large enough effect; inconclusive means small, poorly fitted or top-dose-only effect, or another doubt; inactive means no such curve, though single readings can be large; an effect the other way counts as inactive or inconclusive. An unsorted share of the library. About 12% of those tested had a hit in this group.

SMILES	KB-3-1 tox	DRD3 agonist	D3 antag	GLP-1R agonist	HT1080 IDH1KD tx	KB-V1 MDR tox	SW480 rereplic	IL-1B inflam inh	HT1080-NT tox
O=C(CCCN1C(=O)/C(=C\c2cccc(Br)c2)SC1=S)Nc1cccnc1	-10%	-3	-23	-3%	13µM*	-27%	26%	-51*	16µM*
CN(C)S(=O)(=O)c1cc(NC(=O)CSc2ncc(C(F)(F)F)cc2Cl)ccc1Cl	?	2	14	5%	?	?	1%	-82*	?
C#CCOCCOCCOCCNc1nc(N2CCN(C(=O)[C@H]([C@@H](C)CC)n3cc(CCC(=O)O)nn3)CC2)nc(N2CCN(C(=O)[C@H](CCCCN)n3cc(CC(C)O)nn3)CC2)n1 (stereo partly drawn)	0%	1	-12	0%	-2%	-2%	-8%	15	-4%
Cc1ccc(S(=O)(=O)N(C)C)cc1NC(=O)c1cc(=O)[nH]c2ccccc12	5%	3	-6	5%	1%	5%	-4%	5	-2%
CCC(C(=O)NC(C)(C)C)n1c(-c2ccccc2)nc2ccccc21 (stereo not drawn)	2%	7	1	nt	23%	-17%	nt	4	17%
CCN(CC(=O)NC(=O)NCc1ccccc1)Cc1nc2ccccc2c(=O)[nH]1	21%	2	5	9%	-14%	?	5%	12	-18%
Cc1ccc(C)c(OCc2cc(C(=O)N(C)Cc3nccs3)no2)c1	4%	2	-1	19%	9%	10%	5%	-16	3%
CN(c1nc2ccccc2n2c(-c3ccco3)nnc12)S(=O)(=O)c1ccccc1	1%	7	-13	6%	8%	-15%	-2%	11	-6%
Cc1ccc(CN2C(=O)N/C(=C\c3ccc(N4CCOCC4)cc3)C2=O)cc1	-8%	21	3	-7%	2%	1%	15µM*	5	6%
Cc1ccccc1OCC1Cn2c(nc3c2c(=O)n(C)c(=O)n3C)O1 (stereo not drawn)	?	6	18	-4%	-11%	-5%	-7%	25	-8%
O=C(c1cc2ccccc2oc1=O)N1CCOCC1	11%	-2	-5	8%	19%	-5%	?	-1	-3%
COc1ccc(N(CC(=O)Nc2nc3ccc(C)cc3s2)S(=O)(=O)c2c(C)nn(C)c2C)cc1	?	-11	-13	13%	?	?	?	9	?
CCOc1ccc2[nH]cc(S(=O)(=O)c3ccc(C)cc3)c(=O)c2c1	-2%	2	3	4%	0%	23%	-1%	4	5%
O=C(COC(=O)c1cc(Cl)ccc1O)c1ccc2c(c1)OCO2	10%	13	13	-7%	5%	-7%	-5%	-3	2%
O=C(CNC(=O)c1ccc(-c2ccccc2)cc1)Nc1ccc(S(=O)(=O)Nc2ncccn2)cc1	12%	4	16	-5%	8%	-1%	0%	42	0%
CCc1nn(CC(=O)NCCCN(C)C2CCCCC2)c(=O)c2cc3occc3n12	21%	-18	?	4%	0%	0%	1%	-11	9%
CCCCC(c1nnnn1Cc1ccco1)N1CCN(c2nc3ccccc3s2)CC1 (stereo not drawn)	0%	2	17	3%	0%	0%	6%	-15	-6%
Nc1nnc(SCC(=O)Nc2ccc3c(c2)OCCO3)s1	-3%	-5	-9	8%	-2%	3%	-7%	-24	-5%
COc1ccc(CC(=O)Nc2ccc(N3CCOCC3)cc2)cc1S(=O)(=O)N1CCOCC1	18%	0	2	3%	-2%	5%	3%	24	8%
CCCCCC(=O)Nc1ccc(S(=O)(=O)Nc2ccc(Cl)nn2)cc1	3%	-4	-9	-5%	-5%	-9%	4%	15	-4%
CCOc1ccc(NC(=O)CN(C)C(=O)c2cc3c(s2)CCC3)cc1OCC	-4%	-7	-27	19%	-8%	-15%	nt	1	-2%
COc1ccc(N2CCN(CC(=O)Nc3ccc(C)cc3)CC2)cc1	0%	-5	-17	9%	1%	19%	4%	-1	6%
CCCCC(=O)Nc1ccc(NC(=O)c2ccc3c(c2)OCO3)cc1OC	-1%	-7	-3	3%	1%	13%	-3%	9	5%
Cc1ccc(-n2[nH]c(C)c(/C=C3/C=Nc4ccccc43)c2=O)cc1C	-2%	2	21	-10%	-2%	-4%	0%	49	-2%
Cc1ccc(S(=O)(=O)N(C)C)cc1NC(=O)C(C)N(C)Cc1sccc1C (stereo not drawn)	-28%	-15	-25	14%	-14%	?	-2%	?	0%
CCOC(=O)c1c(C)[nH]c(C(=O)COC(=O)CNC(=O)c2ccccc2Cl)c1C	-27%	-22	1	6%	24%	0%	-1%	5	18%
COC(=O)[C@@H]1OC(=O)[C@H]2O[C@@]23[C@@]1(C)CC[C@@H]1[C@@]2(C)C=CC(=O)OC(C)(C)[C@@H]2CC(=O)[C@]13C	11%	46*	0	0%	-3%	22%	-8%	42	11%
O=C(Cn1cc(S(=O)(=O)Cc2ccccc2F)c2ccccc21)N1CCOCC1	0%	-2	0	-1%	-2%	-1%	1%	0	-1%
Cc1ccc2[nH]cc(CCCN3C(=O)c4ccccc4C3=O)c2c1	?	0	-24	6%	-2%	-4%	3%	?	-4%
COc1ccc(CNc2ncnc3sccc23)cc1	?	8	14	15%	23µM*	?	-2%	35	?
CCCCc1cc(=O)oc2c(C)c(OCc3nn[nH]n3)ccc12	0%	2	-13	-5%	-1%	23%	20%	8	-19%
COc1ccc(NC(=O)COc2cc(C)cc(C)c2)cc1S(=O)(=O)N1CCCCC1	?	-15	-18	12%	?	18µM*	5.8µM*	-8	?
CN1CCN(c2ccc(NC(=S)NC(=O)c3cccc4c(Br)cccc34)cc2)CC1	-2%	-10	-1	4%	-6%	0%	-11%	-17	-23%
O=C(NCC1CCCO1)C1CCCN(S(=O)(=O)c2ccc(Cl)cc2)C1 (stereo not drawn)	-3%	34*	16	1%	-1%	-25%	-8%	32	9%
Cn1c(C(O)c2ccc(Cl)cc2)nc(Cl)c1Cl (stereo not drawn)	-3%	0	2	-17%	0%	-6%	-6%	2	-3%
Cc1ccc(NS(=O)(=O)c2ccccc2[N+](=O)[O-])cc1C	?	14	10	-1%	3%	?	-4%	21	-1%
COc1ccccc1C(=O)COC(=O)CN1C(=O)C2CC=CCC2C1=O (stereo not drawn)	-6%	10	-3	3%	5%	7%	-118%[inhibitor]	11	9%
C=CCNC(=O)c1cccc(NS(=O)(=O)c2ccc(Cl)cc2)c1	-3%	-7	-5	0%	0%	13%	3%	34	-1%
O=C(O)Cc1sc(Nc2ccc(F)cc2)nc1-c1cccs1	5%	1	16	10%	-2%	-14%	16%	-6	4%
CCOc1ccc(N2CC(C(=O)NCc3nnnn3-c3ccc(C)c(C)c3)CC2=O)cc1 (stereo not drawn)	-17%	4&-5	1	-1%	8%	-9%	?	?	-8%
CCN(CC(=O)Nc1ccc(NC(C)=O)cc1)CC(=O)Nc1ccc(Cl)c(Cl)c1	3%	-26	-60*	5%	8%	-5%	0%	8	1%
Cc1ccsc1/C=N/NC(=O)c1ccco1	7%	-9	-1	1%	4%	36%	-3%	-14	4%
CCOc1ccc(NC(=O)CSc2nnc(-c3ccco3)n2N)cc1	?	-3	21	-4%	-11%	27%	59%	13	-2%
CC(C)NC(=O)N(C)C[C@H]1Oc2ccc(NC(=O)NC3CCCCC3)cc2C(=O)N([C@H](C)CO)C[C@@H]1C	-6%	-14	2	-5%	-1%	-17%	8%	11	2%
O=C1CCc2cc(S(=O)(=O)NCCC(=O)N3CCN(c4cccc(Cl)c4)CC3)ccc2N1	-1%	-25	?	-3%	?	-22%	5%	2	?
Cc1nn(-c2ccccc2)c(C)c1/C=N/NC(=O)c1ccc(F)cc1	-5%	-9	-3	12%	-1%	-26%	-6%	-24	4%
CC(O)(c1cccnc1)c1nc(-c2cccc(C(F)(F)F)c2)cs1 (stereo not drawn)	0%	38*	1	10%	?	1%	nt	-7	23µM*
O=C(Nc1nnc(CSCc2ccc(F)cc2)s1)c1cccc([N+](=O)[O-])c1	?	-3	11	-18%	0%	4.6µM*	?	27	2%
C=CCNc1nc(C(F)(F)F)nc2c1nnn2Cc1ccccc1Cl	-1%	-4	16	-3%	-6%	-2%	-17%	0	-8%
O=C(CNC(=O)c1ccc(Cl)cc1)NNC(=O)c1ccc(Br)cc1	nt	-3	4	-17%	8%	nt	0%	12	0%
C[C@H](CO)N1C[C@H](C)[C@@H](CN(C)CC2CCCCC2)Oc2c(NS(=O)(=O)c3ccccc3)cccc2C1=O	0%	-8	-9	2%	0%	1%	-1%	30	2%
CCn1c(SCC(=O)NC2CCCc3ccccc32)nnc1-c1ccncc1 (stereo not drawn)	0%	5	-1	1%	-1%	2%	-2%	25	10%
O=C1C2C(C(=O)N1Cc1ccco1)C1C=CC2C12CC2 (stereo not drawn)	-1%	-4	-23	-10%	-1%	0%	-5%	0	0%
CCOC(=O)Nc1ccc2c(CN3CCN(S(=O)(=O)c4ccccc4F)CC3)cc(=O)oc2c1	-19%	-15	4	1%	-20%	?	15%	-18	-4%
O=C(COC(=O)c1ccccc1[N+](=O)[O-])NC(=O)c1ccccc1	-14%	2	-13	3%	6%	0%	-4%	12	-1%
COc1ccc(-n2cc(C(=O)Nc3cc([N+](=O)[O-])ccc3OC)c3ccccc3c2=O)cc1	26%	-11	0	-3%	11%	?	0%	-1	0%
COc1cccc(NC(=O)CC(C)=O)c1	-2%	2	18	-11%	-4%	-8%	-47%[inhibitor]	-3	-8%

Reprinted at random: 2 entries already listed.
SMILES	KB-3-1 tox	DRD3 agonist	D3 antag	GLP-1R agonist	HT1080 IDH1KD tx	KB-V1 MDR tox	SW480 rereplic	IL-1B inflam inh	HT1080-NT tox
COc1ccccc1C(=O)COC(=O)CN1C(=O)C2CC=CCC2C1=O (stereo not drawn)	-6%	10	-3	3%	5%	7%	-118%[inhibitor]	11	9%
CCc1nn(CC(=O)NCCCN(C)C2CCCCC2)c(=O)c2cc3occc3n12	21%	-18	?	4%	0%	0%	1%	-11	9%
